# From PubChem BioAssay
# PLAP activator – PLAP enzyme activators, biochemical, luminescence, HTS. Alkaline phosphatase, placental type (Homo sapiens), P05187. purified PLAP enzyme, luminescent substrate read-out; stronger effect = higher value. activation fold at 20 µM. hit rate 1.2% among 96,000. AID 696, 2007; in the data active means activation fold above about 2
# E coli WT exp – growth inhibitors of wild-type E. coli, primary screen, strain BW25113, expanded library, OD600 | AID 710, 2007 | growth inhibition, % at 100 µM | hit rate 0.15% among 98,000 | OD600 absorbance;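 active means growth inhibition above about 50% at one test dose, limit read from the data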;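 further: growth measured after 20 h incubation at 37 °C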
# PostGolgi ctrl – growth inhibition of yeast control strain, primary screen, counter-screen for post-Golgi transport modulator project; inhibition, % at 10 µM; AID 738, 2007; efflux-deficient yeast background strain, growth absorbance A615, 16 h; hit rate 5% among 98,000
# Mac1 fbg inh – inhibitors of CD11b/CD18 adhesion to fibrinogen, primary screen, K562 cells, luminescence; Integrin beta-2 (Homo sapiens) + Integrin alpha-M (Homo sapiens), P05107+P11215; ATPlite luminescence; Mn2+ added to activate the integrin; inhibition, % at 10 µM; hit rate 0.54% among 93,000; AID 1497, 2009;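 active means primary inhibition of 50% or more at 10 µM, then 40% or more on retest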; further: some results filed as inactive read as strong as hits
# Target sequence (P05107 whole entry, looked up, other chains not shown): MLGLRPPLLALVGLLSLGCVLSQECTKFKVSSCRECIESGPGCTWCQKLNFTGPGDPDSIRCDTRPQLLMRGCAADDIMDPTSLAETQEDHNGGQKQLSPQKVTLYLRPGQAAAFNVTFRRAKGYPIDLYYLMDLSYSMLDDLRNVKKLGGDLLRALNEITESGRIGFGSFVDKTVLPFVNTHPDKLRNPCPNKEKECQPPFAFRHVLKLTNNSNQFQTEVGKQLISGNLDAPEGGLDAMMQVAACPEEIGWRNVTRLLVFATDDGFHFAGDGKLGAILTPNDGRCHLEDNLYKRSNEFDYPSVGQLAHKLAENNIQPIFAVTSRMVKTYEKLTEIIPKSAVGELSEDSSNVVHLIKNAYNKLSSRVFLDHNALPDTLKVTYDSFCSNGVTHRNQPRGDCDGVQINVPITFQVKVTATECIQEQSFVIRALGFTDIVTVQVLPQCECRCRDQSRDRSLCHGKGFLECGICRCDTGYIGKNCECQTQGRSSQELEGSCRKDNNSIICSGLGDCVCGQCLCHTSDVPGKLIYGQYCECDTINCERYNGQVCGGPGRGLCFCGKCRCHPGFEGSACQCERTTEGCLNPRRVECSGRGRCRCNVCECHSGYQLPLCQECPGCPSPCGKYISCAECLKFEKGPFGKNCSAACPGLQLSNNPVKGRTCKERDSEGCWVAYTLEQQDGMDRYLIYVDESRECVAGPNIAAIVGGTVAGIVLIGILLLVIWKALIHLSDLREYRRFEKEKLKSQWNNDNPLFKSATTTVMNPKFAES
# S1P2 blocker – human S1P2 receptor antagonists, primary screen, cell-based | Sphingosine 1-phosphate receptor 2 (Homo sapiens), O95136 | cell-based S1P2 antagonist assay, inhibition at 5 uM | inhibition, % at 5 µM | hit rate 0.21% among 97,000; in the data active means inhibition above about 45%;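 further: CRE beta-lactamase reporter cells expressing human S1P2 stimulated with S1P; 0% = agonist at EC80 alone and 100% = agonist plus reference antagonist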
# Target sequence (O95136 whole entry, looked up): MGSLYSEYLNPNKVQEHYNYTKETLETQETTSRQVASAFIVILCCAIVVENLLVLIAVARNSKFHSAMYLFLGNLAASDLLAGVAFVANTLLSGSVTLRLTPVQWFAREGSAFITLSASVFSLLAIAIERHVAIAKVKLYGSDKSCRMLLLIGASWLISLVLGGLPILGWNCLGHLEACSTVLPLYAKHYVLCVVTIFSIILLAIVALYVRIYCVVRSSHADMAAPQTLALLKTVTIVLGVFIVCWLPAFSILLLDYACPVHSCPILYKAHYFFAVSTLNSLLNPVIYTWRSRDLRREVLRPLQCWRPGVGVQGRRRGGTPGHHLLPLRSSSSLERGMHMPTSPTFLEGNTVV
# sEH activator – soluble epoxide hydrolase activators, primary screen, biochemical, human sEH. hit rate 0.04% among 91,000. purified human sEH enzymatic activity, activator screen. activation, % at 2 µM. Bifunctional epoxide hydrolase 2 (Homo sapiens), P34913. AID 717, 2007; in the data active means activation above about 37%; further: values of inactives mirror those of a sister screen read the other way
# S1P2 ag – S1P2 receptor agonists, primary screen, cell-based; S1P2-expressing cell line, agonist reporter read-out; activation, % at 4.5 µM; hit rate 0.46% among 97,000; AID 729, 2007; in the data active means activation above about 16%;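 further: 0% = vehicle low control and 100% = maximal reference agonist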
# PostGolgi yeast – phenotypic screen on post-Golgi transport, primary screen. hit rate 0.9% among 98,000. AID 739, 2007. post-Golgi transport phenotypic cell assay. inhibition, % at 10 µM;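 further: yeast cells grown in 1536-well plates; yeast grown about 18 h at 30C before absorbance read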
# sEH inh – soluble epoxide hydrolase inhibitors, primary screen, biochemical, human sEH. inhibition, % at 2 µM. hit rate 0.34% among 91,000. Bifunctional epoxide hydrolase 2 (Homo sapiens), P34913. recombinant human sEH enzymatic activity assay; in the data active means inhibition above about 80%; further: values of inactives mirror those of a sister screen read the other way; many of its hits are not listed in these tables
# Numbers without * were called inactive; x = not tested or not shown. Unless noted, no stated cut-off is given here; in the data, active means inhibition above about 30%; inactive means the rest.
canonical_smiles	PostGolgi yeast	Mac1 fbg inh	sEH inh	PLAP activator	S1P2 blocker	E coli WT exp	S1P2 ag	sEH activator	PostGolgi ctrl
O=C(/C=C/c1ccccc1)c1cc(Br)ccc(=O)c1O	8	88*	-6	1.2	14	37	0	7	-6
COC(=O)c1cc2c(-c3ccccc3)c(C)c3ccccn3c-2c1C(=O)OC	5	13	-10	1.2	-15	-9	-3	10	42*
CN(C)C(=O)CCc1nc(-c2ccc(C(C)(C)C)cc2)no1	-9	19	-9	1.3	-5	2	-4	9	10
CCC(c1nnnn1Cc1ccc2c(c1)OCO2)N1CCN(c2ccccc2)CC1 (stereo not drawn)	2	-33	-4	0.8	-6	-11	0	4	22
C[N+]1(CCCCCCC(=O)/C=N/O)CCCCCC1	16	-8	-1	0.8	-38	-1	0	1	-7
CN(C(=O)CSc1nc2c(c(=O)[nH]1)CCCC2)C1CCCCC1	1	-13	-1	1.2	-2	1	-3	1	3
O=C(N/C(=C/c1ccc(Br)cc1)c1nc2ccccc2[nH]1)c1ccco1	-8	x	-5	1	14	-16	-10	3	-7
Cc1ccc(SCc2ccc(C(=O)Nc3cccc([N+](=O)[O-])c3C)cc2)cc1	-5	-6	2	1.1	-7	-5	-4	0	2
NC(=O)C1CCN(C(=O)CSc2ccccn2)CC1	-2	-13	-2	0.9	-3	-1	-8	1	4
C=CCOC(=O)C1=C(C)OC(N)=C(C#N)C1c1ccoc1 (stereo not drawn)	-5	20	12	1	8	4	-6	-9	6
Cc1cccc(-n2nc(C(=O)Nc3ccccc3)n3c(=O)cc(-c4ccccc4)nc23)c1	8	-13	-1	1.1	12	-18	-9	3	10
COc1ccc(S(=O)(=O)n2nc(OC(=O)C3CCCCC3)cc2N)cc1	-4	5	1	1.1	15	-2	-4	-3	13

# Two of the compounds above, field by field.
Cc1cccc(-n2nc(C(=O)Nc3ccccc3)n3c(=O)cc(-c4ccccc4)nc23)c1
  PostGolgi yeast = 8; Mac1 fbg inh = -13; sEH inh = -1; PLAP activator = 1.1; S1P2 blocker = 12; E coli WT exp = -18; S1P2 ag = -9; sEH activator = 3; PostGolgi ctrl = 10

COc1ccc(S(=O)(=O)n2nc(OC(=O)C3CCCCC3)cc2N)cc1
  PostGolgi yeast = -4; Mac1 fbg inh = 5; sEH inh = 1; PLAP activator = 1.1; S1P2 blocker = 15; E coli WT exp = -2; S1P2 ag = -4; sEH activator = -3; PostGolgi ctrl = 13

# Next records.
canonical_smiles	PostGolgi yeast	Mac1 fbg inh	sEH inh	PLAP activator	S1P2 blocker	E coli WT exp	S1P2 ag	sEH activator	PostGolgi ctrl
Cc1nc2cc3nc(C)sc3cc2s1	3	3	x	0.9	x	7	x	x	-2
COC(=O)c1ccc(C(=O)OC)c(NC(=O)COC(=O)C2CCCCC2)c1	6	7	-3	1.6	-38	-1	-2	2	5
Cc1ccc(C(=O)Nc2nc3ccccc3n3nnnc23)cc1	-2	-4	9	1.1	-7	-6	-3	-6	2
CCCCOC(=O)Nc1ccc(C(=O)OCCC)cc1	0	-11	4	0.7	11	5	-10	-2	5
N/C(=N\OC(=O)COc1ccc2ccccc2c1)c1ccccn1	-16	x	6	0.9	-1	4	-4	-3	2
Cc1ccc(NC(=O)c2onc(C)c2Cl)cc1	-5	-8	14	0.9	-5	-5	-5	-15	9
CC1(C)CC(=O)c2sc(NC(=O)C3CC3)nc2C1	5	-10	x	1	-2	-2	0	x	36*
Cc1cn2c(-c3ccc(Cl)cc3)nnc2s1	-5	-7	1	0.9	17	11	-4	-2	2
CC12CN3CC(C)(CN(C1)C3c1ccc(Cl)cc1Cl)C2=O (stereo not drawn)	1	4	-9	0.8	3	7	-4	8	11
N#CCCCSc1nnnn1-c1cccc(Cl)c1	-2	-6	1	0.8	-9	2	-2	-1	8
Cc1ccc(S(=O)(=O)N2CCN(S(=O)(=O)c3ccccc3)C2)cc1	-8	3	-13	0.8	-17	-5	-4	10	18
Cc1ccc(C)c(N(Cc2ccccc2F)S(C)(=O)=O)c1	x	x	-15	x	-12	x	-2	15	x
C/C(=N\NC(=O)C1COc2ccccc2O1)c1ccc(C)o1 (stereo not drawn)	0	4	-15	2*	3	0	-1	17	4
O=C(N[C@@H](Cc1ccccc1)C(=O)NC1CCCCCC1)c1ccco1	-15	-3	80*	1.3	-20	1	-2	-80	2
Cc1cc(C)nc(NC2=NCCN2C(=O)Nc2ccc(Cl)c(Cl)c2)n1	x	x	8	x	-2	x	-1	-6	x
COc1ccc(/C=N/NC(=S)NC2CCS(=O)(=O)C2)cc1OC (stereo not drawn)	-2	x	-4	0.9	-10	6	0	5	-8
COc1cccc(OC)c1C(=O)NN1CCCCC1	9	-21	-8	1.2	21	-6	-4	8	2
COC(=O)c1cc(OC)c(OC)cc1NC(=O)Cn1nnc(-c2ccccc2Cl)n1	-6	-1	1	0.8	4	-1	-5	-3	22
NC(=O)NC(=O)CSc1nc(-c2ccccc2)c(-c2ccccc2)n1CC1CCCO1 (stereo not drawn)	7	-11	-7	1.3	12	8	-3	9	13
Cc1cccc(N2C(=O)CSC2c2cccnc2)c1 (stereo not drawn)	20	-7	-19	0.9	-6	0	-5	20	3
Cc1ccc(C(c2nnnn2C2CCCCC2)N(C)C2CCCCC2)cc1 (stereo not drawn)	7	35	3	0.9	-5	-6	-3	-2	14
CC1=C(C(=O)Nc2ccccc2F)C(c2ccsc2)C2=C(CC(c3ccccc3)CC2=O)N1 (stereo not drawn)	-6	6	-6	1.2	5	-12	-2	5	-1
O=C(c1ccc2c3c(cccc13)CC2)N1CCOCC1	-6	-2	5	1.1	1	10	-6	-6	-3
CC(=O)Nc1ccc(C2(O)COc3ccccc3O2)cc1 (stereo not drawn)	0	0	x	1	x	2	x	x	-7
COc1ccccc1/C=C/C=N/N1CCN(c2ccccn2)CC1	-7	x	4	1.5	-10	-2	-4	-6	8
CN1CCN(C(=S)c2ccc(Cl)cc2)CC1	-3	-1	-9	0.9	-1	2	-2	10	11
CCC(C)(C)NC(=O)C(c1ccccc1F)N(C(=O)c1ccn[nH]1)c1ccccc1 (stereo not drawn)	x	x	11	x	1	x	-3	-9	x
O=C(Nc1ccccc1)N1CCN(c2ccc(F)cc2)CC1	x	x	6	x	-39	x	-5	-2	x
COc1ccccc1CNC(=O)c1ccccc1N	10	-36	-1	0.7	-15	3	-1	4	6
CCOC(=O)Cn1c(=O)c(-c2ccccc2NCc2ccccc2)nc2ccccc21	x	x	-7	x	9	x	-4	8	x
O=C(Cn1cc2c(n1)CCCC2)NCc1ccccn1	-8	-18	x	1.1	x	0	x	x	6
CCC(c1ccccc1)c1nc(-c2ccccn2)no1 (stereo not drawn)	-6	-7	1	1	1	-3	-1	0	8
CC(=O)N(Cc1ccco1)C1(C(=O)NC2CCCCC2)CCCCC1	-2	8	12	1.1	11	1	4	-12	-7
CCOc1ccc(S(=O)(=O)n2nnc3ccccc32)cc1C	5	-10	-1	1	-18	1	-7	4	-2
O=C(CSc1nc(-c2ccco2)cc(C(F)(F)F)n1)N1CCSCC1	x	x	1	x	0	x	-2	2	x
Cc1c2cnn(-c3ccccc3)c(=O)c2c(C)n1CCCC(=O)N1CCN(c2ncccn2)CC1	-4	-12	x	1.3	x	-3	x	x	12
Cc1nc2[nH]c(=O)c3c(n2n1)NC1=C(C(=O)CC(C)(C)C1)C3c1ccc(F)cc1 (stereo not drawn)	0	-4	3	1.4	-8	2	-1	-4	12
Cc1cccnc1NC(=O)Nc1cccc2ccccc12	3	0	-18	0.6	-3	-6	-3	20	8
O=C(Cc1cccs1)Nc1nnc(SCC(=O)NC2CCCCC2)s1	1	-1	14	1	2	-1	-9	-13	2
[N-]=[N+]=CC(=O)CNC(=O)[C@@H](Cc1ccccc1)N1C(=O)c2ccccc2C1=O	-4	4	16	1	-7	-4	-6	-17	-2
COc1ccccc1/C=C/C(=O)OC(C)CN1CCOCC1 (stereo not drawn)	4	-7	4	1.2	0	1	-2	-6	3
COc1ccc(CC(=O)Nc2ccc(S(=O)(=O)Nc3ncccn3)cc2)cc1	-11	-4	-4	1.1	4	5	-7	2	29
O=C1CS/C(=N\c2ccccn2)N1C1CCCCC1	-6	2	-9	1	9	-4	-6	8	16
Cn1cnnc1SCC(=O)Nc1ccc(S(=O)(=O)N2CCCC2)cc1	-13	-2	5	0.8	4	0	-1	-3	-4
Nc1nonc1C(=O)OCC(=O)N1CCOCC1	1	-1	6	1	15	-4	-3	-6	22
CC1(C)CC(=O)C2=C(C1)OC(N)=C(C#N)C2C1CC=CCC1 (stereo not drawn)	-8	x	1	x	3	-13	-3	2	8
N#Cc1ccc(-c2ccccc2)nc1SCC(=O)c1cccc(Cl)c1	-1	x	5	0.7	27	-9	-5	-2	-4
CCSC1=N/C(=C\c2ccc(-c3ccccc3[N+](=O)[O-])o2)C(=O)S1	-4	x	23	0.8	-12	-8	-5	-19	6

# Quoted from the listing:
# Cc1cccnc1NC(=O)Nc1cccc2ccccc12 | PLAP activator = 0.6
# COc1ccccc1/C=C/C(=O)OC(C)CN1CCOCC1 (stereo not drawn) | PLAP activator = 1.2
# CC1(C)CC(=O)C2=C(C1)OC(N)=C(C#N)C2C1CC=CCC1 (stereo not drawn) | PostGolgi ctrl = 8
# CCSC1=N/C(=C\c2ccc(-c3ccccc3[N+](=O)[O-])o2)C(=O)S1 | S1P2 ag = -5
# [N-]=[N+]=CC(=O)CNC(=O)[C@@H](Cc1ccccc1)N1C(=O)c2ccccc2C1=O | PLAP activator = 1

# Other compounds.
canonical_smiles	PostGolgi yeast	Mac1 fbg inh	sEH inh	PLAP activator	S1P2 blocker	E coli WT exp	S1P2 ag	sEH activator	PostGolgi ctrl
CC(C)=CCSc1nnc(CCNC(=O)OC(C)(C)C)o1	-3	-15	-11	1.7	-9	1	-1	12	13
C=CCC1c2cccc(C(=O)O)c2C(=O)N1c1cccc(C)c1 (stereo not drawn)	10	-6	19	0.9	0	-2	-2	-24	24
CCc1c(C)sc(NC(=O)c2cccs2)c1C(N)=O	-3	-16	8	1.1	-6	1	-6	-5	3
O=C1C2C(C(=O)N1Cc1ccco1)C1C=CC2C12CC2 (stereo not drawn)	1	-27	-9	1	4	2	-1	6	1
CC1(C)CC2CC(C)(CN2C(=O)c2cccs2)C1 (stereo not drawn)	-2	10	6	1.1	-15	0	4	-1	6
COc1cccc(-c2nnn(CCC(=O)O)n2)c1	-5	11	-26	1.1	14	-2	-5	22	7
O=C(/C=C1\NCC2c3ccccc3CCN2C1=O)c1ccccc1 (stereo not drawn)	-4	-10	-10	1	26	-6	-6	11	8
Cc1c(C#N)c2ccccc2n1CC(=O)NCCc1c[nH]c2ccccc12	6	-6	-6	0.8	23	-1	-6	5	1
CCOC(=O)c1cc2sc(C)cc2n1CCCN1C(=O)c2ccccc2C1=O	-7	x	-1	1.1	-35	-3	0	1	9
Cc1ccc(OCC(=O)NNC(=O)c2cc3ccccc3o2)cc1	-9	x	6	1.1	3	-2	-10	-4	-12
CC1(C(=O)NC(=S)N(CCC#N)c2ccccc2)CC1(Cl)Cl (stereo not drawn)	7	-1	-4	1.1	10	6	-5	5	9
O=Cc1cn(-c2ccccc2)nc1-c1cc2ccccc2oc1=O	-1	-8	-11	1	-3	-12	-2	6	10
O=C(NCc1ccccn1)C1CC(=O)N(C2CCCC2)C1 (stereo not drawn)	x	x	-8	x	3	x	-9	7	x
O=C1CSc2ccccc2N1Cc1ccc(F)cc1	-3	28	-6	0.9	14	-7	-8	5	11
CCCC(=O)Nc1ccc(NC(=O)C2CC2)cn1	15	-36	-10	1.1	6	-6	-2	8	4
O=C(O)COc1ccc(NC(=O)c2ccco2)cc1	-1	0	-11	1	0	5	-5	11	1
CCOCCCNC(=O)c1cc2c(-c3ccc(Cl)cc3)nn(C)c2s1	3	3	-13	1	-6	-15	0	11	16
CCn1c(CC(=O)Nc2ccccc2)nnc1SCC(=O)Nc1ccccc1C(=O)OC	-2	-11	-17	0.9	24	3	-2	16	3
COc1ccc(N=C2S/C(=C\c3ccc(C)o3)C(=O)N2CC(C)C)cc1	14	9	0	1.1	-19	5	-3	2	3
